KCNH2 3.1 block = blocks the human KCNH2 3.1 channel isoform; U2OS KCNH2 3.1, thallium flux FluxOr; active compounds read low; activity change, % (tested at about 1.8 µM); 340,000 compounds, 0.95% hits;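 active = maximum activity change below -70%; inconclusive = maximum activity change from -70% to -50%; inactive = maximum activity change above -50%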;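 note: thallium influx rate constant from kinetic fluorescence after stimulation buffer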
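U2OS cells transduced with KCNH2 3.1 mutant virus (1.77 x 10^8 /mL, 4 h), plated overnight at 37 C, loaded 45 min with FluxOr dye plus Red40 quencher. Thallium flux rate constant from kinetic reads after stimulation buffer, normalised to controls.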
Eya2 phos inh = blocks the phosphatase activity of human Eya2. O00167. Potency, µM (highest dose often 76.9 µM), without a hit: at the top dose activity, negative = inhibition, most hits filed as inhibitors. recombinant Eya2, OMFP fluorescence dephosphorylation (OMFP is methylfluorescein phosphate). 330,000 compounds, 0.006% hits; note: potency is the fitted concentration of half-maximal effect
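Eya2 protein (added as 0.2 uM solution) was preincubated with compound for 10 min at ambient temperature in 50 mM HEPES pH 7.5, 50 mM NaCl, 5 uM MgCl2, 0.05% BSA, 1 mM DTT. OMFP (added at 50 uM) then reacted 10 min; fluorescence read at 485/525 nm.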
USP2a inh = USP2a (human) protease inhibition. O75604. USP2 core, Ub-CHOP2 coupled fluorogenic reporter, 485/531. Potency, µM (highest dose often 38.3 µM), inactives show top-dose activity change, negative = inhibition, hits mostly inhibitors. 330,000 compounds, 0.01% hits;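 note: potency is the fitted concentration of half-maximal effect; plate controls were DMSO wells for no effect and full inhibition by NEM control for full effect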
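Deubiquitinase activity read as fluorescence (485/531 nm) after Ub-CHOP2 cleavage activates the enterokinase reporter on its substrate; USP2 core 10nM, Ub-CHOP2 and substrate 25nM each, 30min compound preincubation then 60min RT; data normalized to NEM, curves fitted.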
uPA surface inh = cell surface uPA generation inhibition; cell surface uPA generation assay, qHTS; AID 540303; Potency, µM (highest dose often 38.3 µM), inactives show top-dose activity change, negative = inhibition, actives largely listed as inhibitors; 330,000 compounds, 0.31% hits; active = well fitted inhibition curve with a large enough effect; inconclusive = small, poorly fitted or top-dose-only effect; inactive = no such curve, though single readings can be large or run the other way; tested in mouse RAW 264.7 cells; note: potency is the fitted concentration of half-maximal effect; nearly all actives have a fitted effect of over 55% in size
KCNH2 WT inh = KCNH2 (human, wildtype) channel inhibition; U2OS, BacMam KCNH2, thallium flux FluxOr; active compounds read low; Q12809; AID 720551; 340,000 compounds, 0.37% hits; activity change, % at 1.84 µM;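 active = maximum activity change below -70%; inconclusive = maximum activity change between -70% and -50%; inactive = maximum activity change above -50%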
Target sequence (Q12809 whole entry, looked up): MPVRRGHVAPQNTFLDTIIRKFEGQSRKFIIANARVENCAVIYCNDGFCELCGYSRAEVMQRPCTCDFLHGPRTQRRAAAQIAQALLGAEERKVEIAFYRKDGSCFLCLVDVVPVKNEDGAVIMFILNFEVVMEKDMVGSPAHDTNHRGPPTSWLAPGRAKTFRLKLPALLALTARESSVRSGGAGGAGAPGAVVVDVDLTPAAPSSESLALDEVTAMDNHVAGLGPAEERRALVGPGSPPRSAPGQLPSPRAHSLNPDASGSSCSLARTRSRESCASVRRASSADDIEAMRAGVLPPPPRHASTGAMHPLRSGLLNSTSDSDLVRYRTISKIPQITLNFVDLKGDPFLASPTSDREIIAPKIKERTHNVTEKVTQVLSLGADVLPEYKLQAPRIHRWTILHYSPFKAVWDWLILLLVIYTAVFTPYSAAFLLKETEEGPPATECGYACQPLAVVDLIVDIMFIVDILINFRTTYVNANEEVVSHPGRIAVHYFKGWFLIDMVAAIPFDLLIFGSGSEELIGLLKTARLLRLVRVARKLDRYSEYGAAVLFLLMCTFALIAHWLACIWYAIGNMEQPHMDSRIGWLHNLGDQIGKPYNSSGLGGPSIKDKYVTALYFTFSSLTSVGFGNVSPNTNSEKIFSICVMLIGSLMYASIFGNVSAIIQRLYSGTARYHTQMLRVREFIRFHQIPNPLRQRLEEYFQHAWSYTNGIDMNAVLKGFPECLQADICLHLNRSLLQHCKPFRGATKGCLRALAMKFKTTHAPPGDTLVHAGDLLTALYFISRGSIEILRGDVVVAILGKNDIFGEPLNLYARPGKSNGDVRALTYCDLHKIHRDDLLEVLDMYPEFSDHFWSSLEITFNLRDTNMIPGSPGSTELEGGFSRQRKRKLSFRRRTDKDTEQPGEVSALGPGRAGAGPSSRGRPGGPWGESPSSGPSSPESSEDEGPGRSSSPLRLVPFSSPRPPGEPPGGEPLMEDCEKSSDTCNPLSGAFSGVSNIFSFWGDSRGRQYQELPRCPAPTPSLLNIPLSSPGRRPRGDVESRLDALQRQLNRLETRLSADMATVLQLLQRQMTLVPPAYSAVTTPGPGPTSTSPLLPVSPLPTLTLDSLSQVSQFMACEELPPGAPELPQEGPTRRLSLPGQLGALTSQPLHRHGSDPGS
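U2OS cells were transduced with wild-type KCNH2 virus (2.03 x 10^8 / mL) for 4 h at room temperature, then cultured overnight at 37 C. Thallium flux was read with FluxOr dye. Rate constants were normalized to DMSO controls.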
PKM2 act = PKM2 (human) enzyme activation; P14618; purified PKM2, Kinase-Glo ATP luminescence, activation; response scale: 0% is enzyme alone, no compound; Potency, µM (titrated, usually from 57.5 µM), for inactives: at the top dose activation, hits mostly activators; 260,000 compounds, 0.34% hits; AID 1631; note: potency is the fitted concentration of half-maximal effect; nearly all actives have a fitted effect of over 55% in size
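Purified hPK-M2 (>95% pure) converted ADP (0.1 mM final) to ATP with 0.5 mM PEP in 50 mM imidazole pH7.2, KCl, MgCl2, Tween 20, BSA; 1 h at room temperature. ATP detected by Kinase-Glo luminescence.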
B2AR arrestin = recruits beta-arrestin to the human beta2-adrenergic receptor; P07550; beta-arrestin recruitment to beta2AR, cell-based reporter; Potency, µM (top dose mostly 46.1 µM), without a hit: at the top dose activation, hits mostly activators; 330,000 compounds, 0.02% hits;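 note: potency is the fitted concentration of half-maximal effect; 0% = DMSO controls and full agonism = EC100 isoproterenol or metaproterenol; nearly all actives have a fitted effect of over 65% in size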
Coupling enz = counter-screen for Giardia aldolase inhibitors: coupling enzyme system; activity change, negative = inhibition, % at 58.2 µM, hits read low; 290,000 compounds, 0.67% hits; coupling enzyme system counterscreen, AmpLite Red fluorescence; in the data active = activity change below about -30%
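Fluorescence at 525 nm excitation and 598 nm emission measured inhibition of the coupled detection system without aldolase. Compounds (at 57.5 uM final) were preincubated 10 min at room temperature with coupling enzyme reagent before a 20 min substrate/AmpLite Red step.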
Chronic BCR inh = inhibitors of chronic active B-cell receptor signaling. 340,000 compounds, 0.05% hits. ABC-DLBCL IkBa-CBG/CBR reporter, luminescence ratio, 4 h. Potency, µM (highest dose often 46.1 µM), inactives show top-dose ratio change, negative = lower green/red ratio, most hits filed as inhibitors; active = well fitted inhibition curve with a large enough effect in the signal ratio, with a control signal flat, not every such curve was filed as active; inconclusive = small, poorly fitted or top-dose-only effect, or effect the other way, or a change in a side signal; the % refers to the signal ratio;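 note: potency is the fitted concentration of half-maximal effect; plate controls were basal doxycycline-induced cells for no effect and cells given 10 µM MG132 for full effect; MG132 reads +100%, hits lower the ratio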
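Cell line TMD8 (human ABC DLBCL), stably expressing tet-inducible CBG68-IkBa fusion and CBR; IMDM/0.5% FBS; cpd up to 46 uM; dox induction, 4 h, 37C/5% CO2; dual luminescence; green/red ratio; MG132 control.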
GALK inh = inhibitors of human galactokinase; Purified GALK, Kinase-Glo residual ATP luminescence; Potency, µM (series often up to 57.5 µM), for the others: at the highest dose activity change, negative = inhibition, actives largely listed as inhibitors; 270,000 compounds, 0.007% hits; note: potency is the fitted concentration of half-maximal effect
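Quantitative HTS: GALK 5 nM, ATP 35 uM, galactose 100 uM, 1 h room temperature, then luciferase-based ATP detection.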
Giardia killer = kills Giardia lamblia; 340,000 compounds, 0.15% hits; Giardia lamblia trophozoite viability; activity change, % at 7.66 µM, hits read low; in the data active = activity change below about -80%; inconclusive = between about -30% and that limit;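 note: parasites exposed to compound for two days anaerobically before the ATP read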
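Viability, read as ATP luminescence: trophozoites at 100 cells/well, compound added, 48 hrs anaerobic at 37 deg C, then 15-30 min room-temperature development before reading.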
* = called active by the depositor; ? = inconclusive; · = not tested or not shown; [ ] = remark or other dose. Unless noted, calls come from the whole dose curve; as a rule, active = well fitted curve in the direction sought with a large enough effect; inconclusive = small, poorly fitted or top-dose-only effect, or another doubt; inactive = no such curve, though single readings can be large; an effect the other way counts as inactive or inconclusive. Unless noted, % is set by controls: 0 for no effect and ±100 for the full control effect.

1. CCNC(=S)N/N=C(\C)c1ccc(Cl)s1
2. O=C1CSC(c2ccccn2)N1c1ccc(Br)cc1 (configuration not stated)
3. Cc1ccc(OCC(=O)Nc2ccc3c(c2)OCO3)c([N+](=O)[O-])n1
4. CN(C(=O)CC1C(=O)NCCN1Cc1ccccc1C(F)(F)F)C1CCOCC1 (configuration not stated)
5. Cc1cc(NC(=O)Cn2cnc3c(cnn3C(C)(C)C)c2=O)no1
6. CCN(C(=O)COC(=O)/C=C/c1cccc([N+](=O)[O-])c1)c1c(N)n(Cc2ccccc2)c(=O)[nH]c1=O
7. CC(=O)Nc1ccc(NC(=O)C2CCCN2C(=O)Nc2ccc(F)c([N+](=O)[O-])c2)cc1 (configuration not stated)
8. C=CCn1c(SCC(=O)O)nnc1-c1cccc(Cl)c1
9. Cc1ccccc1NC(=O)CC(=O)c1ccccc1
10. Cc1cc(NC(=O)C(C)Oc2ccc(C(C)(C)C)cc2)no1 (configuration not stated)

assay / compound	1	2	3	4	5	6	7	8	9	10
KCNH2 3.1 block	22	17	-3	-18	6	18	10	-8	-40	-12
Eya2 phos inh	-1%	3%	2%	15%	-2%	3%	10%	17%	-7%	-9%
USP2a inh	1%	-1%	0%	1%	-1%	-1%	-1%	0%	-2%	-2%
uPA surface inh	-8%	-2%	-8%	3%	-2%	8%	1%	-7%	-13%	8%
KCNH2 WT inh	-2	-3	-15	-4	-2	7	-6	-4	9	-3
PKM2 act	-3%	-2%	-3%	·	5%	·	4%	-4%	2%	2%
B2AR arrestin	-1.4%	-0.2%	-0.4%	-1.5%	0.2%	0.2%	-0.2%	-0.2%	0.0%	-0.4%
Coupling enz	-1	2	-1	·	4	·	2	8	0	0
Chronic BCR inh	?	11%	1%	3%	17%	-1%	4%	1%	1%	-1%
GALK inh	5%	11%	0%	-2%	1%	·	0%	3%	1%	2%
Giardia killer	-11	-10	-27	-8	3	-1	-3	2	6	9

11. O=C(NNC(=O)c1ccccc1O)c1ccco1
12. CCOc1ccc(C)cc1S(=O)(=O)NC1CCCCCC1
13. N#Cc1ccccc1S(=O)(=O)N1CCN(C(=O)[C@H](Cc2ccccc2)NC(=O)c2ccco2)CC1
14. O=C(Nc1cc(C(F)(F)F)ccc1-n1cncn1)c1ccc([N+](=O)[O-])o1
15. Cc1nc2ccccc2c(=O)n1N
16. O=c1c2ccccc2nc(/C=C/c2ccc(Cl)cc2)n1CCO
17. CCOc1ccccc1NC(=O)c1cc(C(=O)Nc2ccccc2OCC)cc(N2C(=O)CCC2=O)c1
18. CCn1c(COc2ccc(C(C)C)cc2)nnc1SCC(=O)Nc1nccs1
19. Cc1ccc(OCC(=O)O/N=C(\N)c2cccc([N+](=O)[O-])c2)cc1C
20. CCOc1ccc(S(=O)(=O)Nc2ccc(C(=O)N(C)CC(=O)Nc3ccc(OC)cc3)cc2)cc1

assay / compound	11	12	13	14	15	16	17	18	19	20
KCNH2 3.1 block	13	-4	-21	-9	-6	-6	19	-35	3	-2
Eya2 phos inh	-18%	2%	5%	-14%	4%[15.4 µM]	-11%	-2%	10%	-2%	3%
USP2a inh	-2%	-1%	5%	5%	2%	0%	2%	5%	-1%	1%
uPA surface inh	-2%	2%	5%	-9%	2%	0%	-5%	1%	2%	-1%
KCNH2 WT inh	-18	1	-14	-1	4	-1	-17	-11	-1	7
PKM2 act	4%	-1%	·	·	-1%	0%	-10%	-2%	2%	·
B2AR arrestin	0.3%	0.4%	-0.5%	0.2%	13%	0.3%	-0.6%	0.1%	0.3%	-0.1%
Coupling enz	1	-3	·	·	0	2	2	3	0	·
Chronic BCR inh	?	-4%	0%	0%	?	3%	0%	?	-10%	11%
GALK inh	1%	-4%	·	·	1%	-2%	-3%	0%	-1%	·
Giardia killer	-2	34[activator]	-9	?	0	-3	12	3	18	14

Numbers 19–20, quoted:
19. Cc1ccc(OCC(=O)O/N=C(\N)c2cccc([N+](=O)[O-])c2)cc1C
20. CCOc1ccc(S(=O)(=O)Nc2ccc(C(=O)N(C)CC(=O)Nc3ccc(OC)cc3)cc2)cc1

assay / compound	19	20
KCNH2 3.1 block	3	-2
Eya2 phos inh	-2%	3%
USP2a inh	-1%	1%
uPA surface inh	2%	-1%
KCNH2 WT inh	-1	7
PKM2 act	2%	·
B2AR arrestin	0.3%	-0.1%
Coupling enz	0	·
Chronic BCR inh	-10%	11%
GALK inh	-1%	·
Giardia killer	18	14

Continuation.
21. Cc1ccc(S(=O)(=O)N(C)c2ccc(OCC(=O)Nc3nc(-c4ccccc4)cs3)cc2)cc1
22. COC(=O)c1cc(NC2c3ccccc3C(=O)N2c2cccnc2)cc(C(=O)OC)c1 (configuration not stated)
23. O=C(O)c1ccc2c3c(ncnc13)-c1ccccc1C2=O
24. O=c1oc2c(CN3CCOCC3)c(O)c(Cl)cc2c2c1CCC2
25. Brc1cccc(CNCC2CCCO2)c1 (configuration not stated)
26. Cc1nc(-c2ccccn2)nc(N(C)c2ccccc2)c1Cl
27. CCOC(=O)C1(Cc2cccc(OC)c2)CCN(Cc2csc(C(C)=O)c2)CC1
28. Cc1ccc(O)c(-c2[nH]ncc2C(=O)c2ccc(Cl)cc2)c1
29. CC1=CC(c2ccc(Cl)cc2)n2nc(NC(=O)CCC(=O)O)nc2N1 (configuration not stated)
30. S=C(Nc1ccccc1)N1N=C(c2cccs2)CC1c1cccs1 (configuration not stated)

assay / compound	21	22	23	24	25	26	27	28	29	30
KCNH2 3.1 block	-36	-11	7	·	0	-7	18	-8	4	-19
Eya2 phos inh	-3%	-7%	-1%	-2%	17%	-4%	0%	-4%	-6%	?
USP2a inh	-1%	1%	0%	-5%	-1%	6%	0%	0%	-8%	-1%
uPA surface inh	3%	-2%	-3%	·	-1%	-21%	-10%	-8%	1%	-4%
KCNH2 WT inh	10	1	2	·	-18	1	·	-3	5	-7
PKM2 act	-3%	-1%	-3%	-9%	29%	·	6%	·	3%	-1%
B2AR arrestin	-0.6%	-0.8%	-1.0%	0.4%	0.1%	2.9%	0.0%	-0.2%	-0.3%	0.5%
Coupling enz	-1	4	-27	1	0	0	-9	-2	0	0
Chronic BCR inh	?	0%	?	4%	5%	-1%	8%	?	1%	?
GALK inh	0%	-4%	3%	1%	2%	·	-4%	-1%	5%	3%
Giardia killer	20	-6	?	·	9	?	6	25	-6	3

Looked up above:
entry 24 in USP2a inh reads -5%
entry 28 in KCNH2 3.1 block reads -8

(continued)
31. CCOC(=O)C1CCN(C(=O)c2cccnc2)CC1
32. COc1ccc(NC(=O)Cc2c(C(=O)O)n(C)c3ccccc23)cc1OC
33. CNCc1ccccc1Sc1ccc(OC)c(OC)c1
34. COc1ccc(CN(C(=O)CSc2nnc(-c3ccccc3C)o2)c2ccc(F)cc2)cc1
35. Cc1cc(=O)oc(C)c1C(=O)N[C@@H]1CCCCNC1=O
36. CCCc1nnc2n1N=C(c1ccc(C)cc1)CS2
37. Cc1[nH]c(=O)[nH]c1C(=O)CCCCC(=O)O
38. CN(C)CCCNc1nc(-c2ccccc2)c2c(c1C#N)CC(C)(C)OC2
39. CCn1c(CSc2nc3ccccc3s2)nnc1SCC(=O)OC(C)(C)C
40. C[C@@H]1CC=C[C@H]2[C@H]1C(=O)N(Cc1ccccc1)[C@H]2c1ccc(F)c(Br)c1
41. O=C(O)CCN1C(=O)c2ccc(NC(=O)CSc3ccc(Cl)cc3)cc2C1=O
42. Cc1ccc(S(=O)(=O)c2ccccc2)cc1S

assay / compound	31	32	33	34	35	36	37	38	39	40	41	42
KCNH2 3.1 block	-8	9	-1	-39	-3	-4	14	-2	0	·	0	·
Eya2 phos inh	18%	?	?	4%	-7%	2%	1%	-15%	-45%	-7%	3%	5%
USP2a inh	-1%	-2%	3%	-8%	0%	0%	2%	1%	-8%	5%	3%	-3%
uPA surface inh	1%	6%	-6%	6%	1%	?	-2%	-6%	·	·	2%	·
KCNH2 WT inh	11	0	3	-1	-25	35	1	8	-4	·	0	·
PKM2 act	7%	-2%	-5%	-10%	-2%	·	5%	-4%	3%	1%	1%	1%
B2AR arrestin	0.5%	-0.2%	0.3%	-0.1%	-0.3%	0.3%	-0.6%	0.1%	0.2%	2.8%	-0.2%	-0.4%
Coupling enz	0	6	1	0	-2	·	4	0	2	4	2	1
Chronic BCR inh	1%	4%	6%	23%	2%	?	0%	-10%	-12%	?	2%	?
GALK inh	3%	-3%	-2%	-3%	-4%	-9%	-1%	-1%	-3%	0%	5%	2%
Giardia killer	17	9	13	-13	-4	-11	-14	8	-18	·	-11	·
